# EBV gp42 block: Epstein-Barr virus gp42 inhibitors, primary screen, biochemical, uHTS, fluorescence polarization; Fluorescence polarization binding assay, mP read-out; inhibition, % (tested at 21.74 µM); 0.42% of 220,000 active; AID 1085, 2008; in the data active means inhibition above about 50%
# Target sequence (Q1HVG2 whole entry, looked up): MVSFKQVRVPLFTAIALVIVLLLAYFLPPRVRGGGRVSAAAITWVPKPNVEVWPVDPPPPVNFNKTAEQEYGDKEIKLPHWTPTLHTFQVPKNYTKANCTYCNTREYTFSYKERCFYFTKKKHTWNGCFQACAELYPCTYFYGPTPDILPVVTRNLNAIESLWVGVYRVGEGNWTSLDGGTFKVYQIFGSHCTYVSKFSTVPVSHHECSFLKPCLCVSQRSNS
# Runt-CBFb FRET: inhibitors of RUNX1 Runt–CBFb binding, primary screen, biochemical, FRET, Cerulean-Runt, Venus-CBFb, uHTS; 0.46% of 220,000 active; inhibition, % at 20 µM; Runt-related transcription factor 1 (Homo sapiens) + Core-binding factor subunit beta …; Cerulean-Runt/Venus-CBFb FRET ratio 530/480, 1 h;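 active means inhibition over about 50% at 20 µM in the single-dose screen, limit read from the data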;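 further: 0% = DMSO wells and 100% = excess unlabeled CBFb competitor control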
#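 Assay system: Cerulean-Runt domain / Medium: Tris 50 mM pH 7.5, KCl, K2SO4, 0.01% BSA / Timing: protein complex preformed 1 h, compound exposure 1 h, room temperature, dark / Measured by: FRET, excitation 422 nm, emission at 530 and 480 nm / Evaluation: loss of energy transfer signal / Control set: 5 µM unlabeled CBFb as full-inhibition high control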
# L929 necroptosis: inhibitors of zVAD-triggered necroptosis, primary screen, L929 cells; L929 zVAD necroptosis rescue, ATP luminescence, 24 h; with zVAD 60 µM; viability rescue, % at 10 µM; 0.38% of 220,000 active;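 active means activation, scaled between plate controls, above about 75%, limit read from the data; inactive means activation under that limit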;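 further: 0% = zVAD with DMSO and 100% = DMSO alone without zVAD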
# 14-3-3 Bad inh: inhibitors of 14-3-3 zeta/Bad binding, primary screen, biochemical, TR-FRET, bovine 14-3-3 zeta; 14-3-3 protein zeta/delta (Bos taurus), P63103; TR-FRET 14-3-3zeta/Dy647-pBad peptide displacement, 1 h; inhibition, % at 21.7 µM; 0.71% of 220,000 active;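 active means inhibition above about 70%, limit read from the data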;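 further: 0% = full 14-3-3 plus peptide FRET controls and 100% = background without 14-3-3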
# Target sequence (P63103 whole entry, looked up): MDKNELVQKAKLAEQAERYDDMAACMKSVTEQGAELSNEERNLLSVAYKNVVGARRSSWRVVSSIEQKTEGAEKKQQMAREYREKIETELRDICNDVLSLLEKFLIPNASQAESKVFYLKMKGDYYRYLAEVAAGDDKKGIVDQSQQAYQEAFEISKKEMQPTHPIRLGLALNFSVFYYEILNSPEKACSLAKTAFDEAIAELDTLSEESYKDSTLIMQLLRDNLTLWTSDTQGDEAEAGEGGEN
# MDM2 E3 inh: MDM2-luciferase reporter signal enhancers, primary screen, MDM2 E3 ligase inhibitor project, cell-based, luminescence, 1536-well; E3 ubiquitin-protein ligase Mdm2 (Homo sapiens), Q00987; cell-based MDM2 ubiquitination luciferase reporter, 2 h; 0 = plate control, 100 = twice control, blank-subtracted; signal enhancement, % at 5 µM; 0.11% of 210,000 active; AID 1230, 2008;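 active means signal enhancement of 30% or more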;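 further: luminescence tracks abundance of the self-degrading MDM2-luciferase fusion protein; higher signal means inhibition of MDM2 E3 ligase activity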
# Target sequence (Q00987 whole entry, looked up, the tested form may be a part): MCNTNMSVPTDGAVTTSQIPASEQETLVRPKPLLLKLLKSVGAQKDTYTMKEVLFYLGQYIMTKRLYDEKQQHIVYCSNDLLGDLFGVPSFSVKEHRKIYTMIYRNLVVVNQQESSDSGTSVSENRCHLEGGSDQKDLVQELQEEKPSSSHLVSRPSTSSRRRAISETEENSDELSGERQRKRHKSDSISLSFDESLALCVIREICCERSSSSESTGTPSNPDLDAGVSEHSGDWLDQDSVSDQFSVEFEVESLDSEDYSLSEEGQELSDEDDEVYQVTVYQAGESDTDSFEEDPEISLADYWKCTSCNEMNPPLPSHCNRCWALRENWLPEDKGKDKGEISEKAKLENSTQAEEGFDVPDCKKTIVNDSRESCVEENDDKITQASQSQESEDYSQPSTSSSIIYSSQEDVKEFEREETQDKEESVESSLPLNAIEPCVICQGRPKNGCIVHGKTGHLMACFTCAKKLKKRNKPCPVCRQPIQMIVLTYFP
#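 test system = mammalian cells stably expressing self-ubiquitinating, self-degrading MDM2 E3–luciferase fusion | quantity = 2000 cells/well | incubation = cell settling 4 h, compound treatment 2 h, both 37 °C | signal = luminescence with SteadyLite reagent, 15 min at room temperature | evaluation = % enhancement relative to plate controls after blank subtraction | benchmarks = plate controls and plate blanks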
# Runt-SMMHC FRET: inhibitors of RUNX1 Runt–CBFb-SMMHC binding, primary screen, biochemical, FRET, Cerulean-Runt, Venus-CBFb-SMMHC, uHTS. Runt-related transcription factor 1 (Homo sapiens) + Core-binding factor subunit beta …. Cerulean-Runt/Venus-CBFb-SMMHC FRET ratio 530/480, 1 h. inhibition, % at 20 µM. 0.74% of 220,000 active. AID 1434, 2008;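 active means mean inhibition across duplicate retests at 20 µM reaching about 50%, limit read from the data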;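 further: 0% = DMSO wells and 100% = wells with excess untagged CBFb-SMMHC; inhibitors lower the FRET ratio by blocking Runt binding to CBFb-SMMHC; some results filed as inactive read as strong as hits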
# Hck-Nef inh: inhibitors of Nef-activated human Hck kinase, primary screen, biochemical, Z-Lyte FRET, 384-well, Hck-YEEI. Tyrosine-protein kinase HCK (Homo sapiens), P08631. 0.68% of 220,000 active. Recombinant Hck-YEEI plus Nef, Z-Lyte FRET kinase assay. inhibition, % at 20 µM;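 active means Hck-Nef kinase inhibition above about 50%, limit read from the data; inactive means inhibition below that limit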;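 further: 0% = DMSO with Hck plus Nef and 100% = Hck alone without Nef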
# p47phox inh: p47phox/p22phox peptide binding inhibitors, primary screen, biochemical, uHTS, NADPH oxidase regulatory subunit; fluorescence polarization, 2 h; inhibition, % at 24.7 µM; Neutrophil cytosol factor 1 (Homo sapiens), P14598; 0.53% of 220,000 active;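 active means inhibition above about 30%, limit read from the data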;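 further: 0% = p47phox with labelled peptide and 100% = labelled peptide alone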
# Tb hexokinase: Trypanosoma brucei hexokinase 1 inhibitors, primary screen, biochemical, G6PDH-coupled NADH absorbance, MLSCN library; recombinant TbHK1, G6PDH-coupled NADH A340; inhibition, % at 10 µM; 0.11% of 220,000 active;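 active means inhibition of 50% or more in the single-dose primary screen; inactive means inhibition below 50%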
# * hit, by the source's call; / = no result given; [ ] = remark or other dose. Random draw from the library; 3.2% or so of the library scored in one or more.
# Fields – Runt-CBFb FRET	Tb hexokinase	14-3-3 Bad inh	Hck-Nef inh	MDM2 E3 inh	p47phox inh	L929 necroptosis	Runt-SMMHC FRET	EBV gp42 block
1) CC(C)(C)C(=O)NCCCNc1ccc([N+](=O)[O-])cc1
→ -3	-6	-11	-5	-19	-9	1.1	-5	-1
2) FC(F)(F)c1nc(N2CCCC2)ncc1-c1nnnn1-c1ccccc1
→ -3	-3	5	1	-22	1	0.0	-2	-6
3) Cc1ccc(-c2ccccc2[C@@H]2C[C@H]3CN(C)C(=O)[C@]34CCCN24)o1
→ 0	3	-9	7	-11	-7	-0.3	-3	5
4) C/C(=N/OCO/N=C(\C)c1ccc(F)cc1F)c1ccc(F)cc1F
→ -3	-5	6[fluorescence artefact?]	0	-4	0	0.5	-5	4
5) COc1ccc(OC)c(S(=O)(=O)N(C)CC(=O)Nc2ccccc2OC)c1
→ 3	-6	-7	4	-9	2	0.0	-2	8
6) CN1N=C2c3ccccc3CCC2C1c1ccc(F)cc1 (centres undefined)
→ 0	-8	6	9	-1	-19	-0.1	-6	-24
7) Fc1cccc(NC(=S)N2CCn3cccc3C2c2cccnc2)c1 (centres undefined)
→ 5	3	-4	31	0	-3	-0.3	1	-10
8) CC1=CC(C)(C)NC(=S)N1c1ccccc1
→ -2	-2	8	-1	-9	-11	0.1	1	-17
9) CC1CN(S(=O)(=O)c2ccc(C(=O)Nc3sccc3C(N)=O)cc2)CC(C)O1 (centres undefined)
→ -1	-17	-2	6	-1	-5	0.6	4	6
10) CCCn1c(C)cc(C(=O)COc2ncnc3sccc23)c1C
→ 2	1	-14	8	-32	-9	0.6	-1	1
11) CCCCOc1ccc(N(CC(=O)NCC2CCCO2)C(=O)CCC(=O)Nc2nccs2)cc1 (centres undefined)
→ -3	-6	-2	32	0	2	-1.4	-2	0
12) O=C(N/N=C\C=C\c1ccc2c(c1)OCO2)c1ccc(F)cc1
→ -1	-12	-22	20	-18	-9	2.5	-4	-5
13) CCCNC(=S)Nc1ccc(Nc2ccccc2)cc1
→ -3	-6	2	1	4	-1	-0.1	0	-13
14) CCc1ccc(NC(=S)Nc2cc(C(=O)O)ccc2N2CC3CC(C2)c2cccc(=O)n2C3)cc1 (centres undefined)
→ 2	-2	-25	24	-30	-1	5.1	2	1
15) COc1cc(/C=C(\C#N)C(=O)Nc2ccc3c(c2)OCCO3)ccc1O
→ 6	-8	-1	5	/	-14	0.8	9	-46
16) CCn1nc(C(=O)N2CCN(Cc3ccc4c(c3)OCO4)CC2)c2ccccc2c1=O
→ 1	-1	-1	2	-16	-21	1.0	-6	-14
17) CN(CC(=O)Nc1cccc(F)c1)C(=O)CCCc1cccs1
→ 2	2	7[fluorescence artefact?]	-2	-9	-6	2.6	-2	-19
18) Cc1ccc(Nc2nc(N)nc(CN3CCc4ccccc4C3)n2)cc1
→ -3	-4	-9	0	8	77*	-0.1	4	10
19) c1ccc(-c2nn3cnnc3c3ccccc23)cc1
→ -2	0	-11	24	-2	0	0.0	-1	-11
20) CCNS(=O)(=O)c1cccc(C(=O)c2c(C)cc3ccccn23)c1
→ -1	-7	6	-22	-7	-13	0.4	0	-3
21) Cn1c(=O)[nH]c(=O)c2c1nc(SCC(O)CO)n2Cc1ccccc1Cl (centres undefined)
→ -2	18	-3	3	/	-13	0.1	0	3
22) CCOC(=O)N1CCN(S(=O)(=O)c2ccc(F)c(C(=O)Nc3cccc(C)c3C)c2)CC1
→ -7	5	-4	1	-18	-3	-0.5	0	-13
23) COC(=O)c1ccc(NC(=O)c2cc(-c3ccccn3)nc3ccccc23)cc1
→ -3	-12	-6	0	-10	-9	4.3	-3	-4
24) CC(C)(C)C(=O)NC(=S)NNC(=O)C(c1ccccc1)c1ccccc1
→ 7	4	-20	21	3	0	0.4	0	-4
25) O=C(CSc1nc(O)cc(=O)n1-c1ccccc1)Nc1nc2ccccc2s1
→ 1	1	0	30	5	-95	-0.9	1	-10
26) Cc1nn(C)c(C)c1/C=C(/C(=O)C(C)(C)C)n1cncn1
→ -2	-20	-1	19	-12	-21	47	2	-10
27) O=C(CSc1nnc(-c2ccccc2)o1)N1CCOCC1
→ 0	-5	-5	3	-24	-12	0.7	-1	-19
28) COc1ccc(OC)c(NC(=O)C(CCS(C)(=O)=O)NC(C)=O)c1 (centres undefined)
→ 3	/	4	/	6	-2	/	-3	-15
29) CC(C)c1ccc(N2C(=O)[C@@H]3Cc4ccccc4CN3C2=O)cc1
→ 1	-2	6	0	-3	-5	9.6	-6	6
30) N/C(=N\S(=O)(=O)c1ccc(Cl)cc1)N1CCOCC1
→ 1	-5	-2	6	-7	-3	0.8	0	-12
31) CCOC(=O)COc1ccccc1C1Nc2ccccc2C(=O)N1c1cccc(Cl)c1 (centres undefined)
→ 0	2	-8	2	-1	-48	-0.2	5	-44
32) O=C(CCSc1nnc2ccc3ccccc3n12)Nc1ccc(F)cc1
→ -2	-10	-5	-2	-16	3	0.4	-3	1
33) CCOC(=O)C1=c2/c(=C/c3ccccc3OC)c(N)c(C#N)n2C(=O)C(c2ccccc2OC)S1 (centres undefined)
→ 0	-17	-1	1	-2	3	-0.1	-8	-18
34) CCOC(=O)c1c(Nc2ccccc2N)cc(C)nc1C
→ 1	-3	17	3	-2	-4	-0.1	0	81*
35) CCn1nc(C(=O)Nc2ccc(S(=O)(=O)Nc3nccs3)cc2)c2ccccc2c1=O
→ -1	-1	1	2	-11	-23	-0.3	-12	-10
36) Cc1cc(C)nc(Oc2ccc(Br)cc2Br)n1
→ 2	1	-7	24	0	-6	0.4	3	-16
37) O=C(c1ccc2snnc2c1)N1CCN(c2ccccn2)CC1
→ -1	-6	10	6	0	-9	-0.5	-1	-4
38) O=C(c1cccs1)N1CCN(Cc2ccccc2[N+](=O)[O-])CC1
→ 6	31	9	3	-7	-1	-0.1	9	-23
39) Cc1ccc(-c2nc(CS(=O)CC(=O)N3CCN(c4ncccn4)CC3)c(C)o2)cc1 (centres undefined)
→ 1	-6	3	1	-10	10	2.0	-1	9
40) CCOC(=O)c1c(CSC(=N)N)n(-c2ccc(Br)cc2)c2cc(Br)c(OC(C)=O)cc12
→ -5	-2	96*[fluorescence artefact?]	0	-9	93*	/	24	16
41) O=C(CSc1ccc(-c2nc3ccccc3[nH]2)cn1)Nc1ccc(S(=O)(=O)N2CCCC2)cc1
→ -1	-17	-13[fluorescence artefact?]	2	-4	-35	0.2	1	-3
42) O=C(/C=C/c1ccco1)N/C(=C\c1ccccc1)C(=O)NCCc1nc2ccccc2[nH]1
→ 5	-30	-9[fluorescence artefact?]	3	0	-3	0.7	-3	-23
43) CCOC(=O)NC1C=CS(=O)(=O)C1 (centres undefined)
→ -2	-6	-3	0	-43	-7	0.1	4	-7
44) Cc1ccc(C(=O)Nc2scc(-c3ccccc3)c2C(=O)O)o1
→ 0	-24	-2	18	-7	-13	3.9	1	-15
45) CC(=O)Nc1nonc1NC(=O)c1ccc(C(C)(C)C)cc1
→ 0	0	-4[fluorescence artefact?]	1	-1	-3	0.1	4	-8
46) CC(C)n1c(-c2ccc(C(C)(C)C)cc2)n[nH]c1=S
→ 10	4	-8	0	2	-12	1.1	9	-4
47) Cn1c(=O)c2c(nc(Oc3ccc4c(c3)OCO4)n2Cc2ccc(Cl)cc2)n(C)c1=O
→ -1	2	10[fluorescence artefact?]	0	/	-1	-0.9	-2	-13
48) C=CCN1C(=O)/C(=C\c2ccc(Cl)cc2)N=C1SCC(=O)NC1CCCCC1
→ -2	7	-1	12	-16	-4	0.0	2	-4
49) CCS(=O)(=O)Nc1ccc(-c2cc(-c3ccccc3)c3cc(C)ccc3n2)cc1
→ -5	-17	1	-1	17	-9	2.1	-12	25
50) Cc1ccc2oc(=O)c3cnn(CC(=O)NCCC(C)C)c3c2c1
→ -1	-3	12[fluorescence artefact?]	-4	-19	-10	-0.5	2	-4
51) Cc1ccc(OCC(=O)N(Cc2ccc(N(C)C)cc2)C2CCS(=O)(=O)C2)cc1C (centres undefined)
→ 5	-7	2	7	-8	-10	0.7	-1	-6
52) O=C(NCCCN1CCOCC1)c1ccc(Cl)c(S(=O)(=O)N2CCCCCC2)c1
→ 0	-6	32	5	-28	-11	0.6	3	-27
53) CCOC(=O)c1sc(/N=C/C2=C(O)CC(C)(C)CC2=O)c(C(=O)OCC)c1C
→ -4	-1	-1	23	-10	7	27	-1	-1
54) CCCNC(=O)c1c(Cl)cnn1-c1ccc(C)cc1
→ -2	-3	-12	-3	-10	3	0.2	0	1
55) Cc1cnc(C(=O)OCC(=O)N2CCc3ccccc32)cn1
→ -1	-1	2	-22	-28	6	2.2	0	-8
56) C/C(=N/NS(C)(=O)=O)c1ccc2ccccc2c1
→ -3	22	-5[fluorescence artefact?]	-15	1	-9	0.6	1	-14
57) Cc1c(Cl)cccc1NC(=O)[C@@H](NC(=O)c1ccccc1Cl)C(C)C
→ -2	35	22	-1	-14	-12	0.5	4	-26
58) CCNS(=O)(=O)c1ccc(NC(=O)Cn2cc([N+](=O)[O-])cn2)cc1
→ 1	-3	-8	-1	-12	-10	1.6	2	-10
59) O=C(CNC(=S)N(Cc1ccccc1)Cc1cccs1)NCc1ccc(F)cc1
→ 0	9	-3	6	-13	-1	-1.1	-1	2
60) COc1ccc2c(C=O)cn(C)c2c1
→ -2	-3	9	15	-4	-13	42	-3	-15

# Next section (2 carried over from the part before).
# Fields – Runt-CBFb FRET	Tb hexokinase	14-3-3 Bad inh	Hck-Nef inh	MDM2 E3 inh	p47phox inh	L929 necroptosis	Runt-SMMHC FRET	EBV gp42 block
59) O=C(CNC(=S)N(Cc1ccccc1)Cc1cccs1)NCc1ccc(F)cc1
→ 0	9	-3	6	-13	-1	-1.1	-1	2
60) COc1ccc2c(C=O)cn(C)c2c1
→ -2	-3	9	15	-4	-13	42	-3	-15
61) COc1ccc(N2CC(C(=O)NC3=NCCS3)CC2=O)cc1 (centres undefined)
→ /	5	6	14	-2	-5	0.1	/	7
62) Cc1n[nH]c(C)c1SCC(=O)Nc1ccc(F)cc1
→ 0	-2	12[fluorescence artefact?]	4	-7	-9	0.8	-2	-9
63) Nc1nc(Nc2ccccc2)nc2ccccc12
→ 0	-2	49	-1	-19	-10	-0.5	2	-23
64) CCOC(=O)/C(C#N)=C/c1ccc(OC)c(OC)c1
→ -1	-31	19[fluorescence artefact?]	1	-1	-9	0.9	1	-12
65) CCCCNC(=O)c1ccccc1NC(=O)CCC
→ 0	3	0	21	-5	-8	0.0	3	-20

# High-throughput results deposited in PubChem by several laboratories.
